Assay outcomes (PubChem)
USP2a inh: USP2a (human) protease inhibition; USP2 core, Ub-CHOP2 coupled fluorogenic reporter, 485/531; O75604; 330,000 compounds, 0.01% hits; Potency, µM (top dose mostly 38.3 µM), for the others: top-dose activity change, negative = inhibition, actives largely listed as inhibitors; AID 463254;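 further: potency means the concentration at half of the fitted maximal effect; plate controls were DMSO wells for no effect and full inhibition by NEM control for full effect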
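Deubiquitinase activity read as fluorescence (485/531 nm) after Ub-CHOP2 cleavage activates the enterokinase reporter on its substrate; USP2 core 10nM, Ub-CHOP2 and substrate 25nM each, 30min compound preincubation then 60min RT; data normalized to NEM, curves fitted.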
TSHR antagonist: human thyrotropin receptor antagonism | P16473 | TSHR-expressing cells, TSH-stimulated cAMP HTRF, 2 h; stronger effect = lower value | activity change, negative = inhibition, % at 11.5 µM | 330,000 compounds, 0.2% hits;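 active means activity change below a set negative limit, meaning inhibition stronger than a set level, cut at about -70% in these data; inconclusive means activity change between two set negative limits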; further: on the % scale 0 is the no-effect control and ±100 the full control effect
Target sequence (P16473 whole entry, looked up): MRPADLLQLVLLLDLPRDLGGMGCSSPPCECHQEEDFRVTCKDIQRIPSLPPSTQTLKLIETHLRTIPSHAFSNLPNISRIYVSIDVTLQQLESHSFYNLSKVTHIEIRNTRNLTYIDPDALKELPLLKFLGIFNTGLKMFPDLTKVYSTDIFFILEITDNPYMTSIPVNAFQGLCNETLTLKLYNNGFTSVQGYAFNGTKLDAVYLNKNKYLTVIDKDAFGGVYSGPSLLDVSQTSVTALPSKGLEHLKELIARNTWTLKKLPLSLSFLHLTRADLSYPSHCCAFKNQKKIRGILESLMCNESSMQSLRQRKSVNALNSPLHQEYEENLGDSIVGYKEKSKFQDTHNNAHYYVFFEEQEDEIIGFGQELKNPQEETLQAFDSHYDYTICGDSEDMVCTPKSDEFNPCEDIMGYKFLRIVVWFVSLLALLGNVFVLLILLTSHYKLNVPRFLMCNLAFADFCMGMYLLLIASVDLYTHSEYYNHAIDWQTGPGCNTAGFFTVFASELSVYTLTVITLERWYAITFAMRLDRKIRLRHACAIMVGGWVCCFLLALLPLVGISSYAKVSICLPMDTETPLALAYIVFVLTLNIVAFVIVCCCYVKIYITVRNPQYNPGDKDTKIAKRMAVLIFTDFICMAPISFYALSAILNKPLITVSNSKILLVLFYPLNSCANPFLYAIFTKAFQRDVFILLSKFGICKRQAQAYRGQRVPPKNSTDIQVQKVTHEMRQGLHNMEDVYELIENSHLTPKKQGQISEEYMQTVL
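Read-out is FRET at 665 nm (cryptate excitation 337 nm) from a cryptate-tagged anti-cAMP antibody, competed by cell cAMP against cAMP-d2. Compounds are tested on freshly harvested TSHR cells challenged with 4nM TSH (EC80) for 2 hours at 37 deg C.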
Eya2 phos inh: Eya2 (human) phosphatase inhibition | recombinant Eya2, OMFP fluorescence dephosphorylation (OMFP is methylfluorescein phosphate) | O00167 | 330,000 compounds, 0.006% hits | Potency, µM (top dose mostly 76.9 µM), without a hit: at the top dose activity, negative = inhibition, actives largely listed as inhibitors; further: potency means the concentration at half of the fitted maximal effect; on the % scale 0 is the no-effect control and ±100 the full control effect
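Eya2 protein (added as 0.2 uM solution) was preincubated with compound for 10 min at ambient temperature in 50 mM HEPES pH 7.5, 50 mM NaCl, 5 uM MgCl2, 0.05% BSA, 1 mM DTT. OMFP (added at 50 uM) then reacted 10 min; fluorescence read at 485/525 nm.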
Menin-MLL TR inh: menin-MLL binding inhibition, Texas Red mutant peptide | O00255 | Menin + Texas Red MLL mutant peptide, fluorescence polarization | Potency, µM (highest dose often 61.6 µM), without a hit: top-dose FP activity change, negative = inhibition, hits mostly inhibitors | 270,000 compounds, 0.23% hits | AID 1768; active means well fitted inhibition curve with a large enough effect in the polarisation, with a control signal flat, not every such curve was filed as active; inconclusive means small, poorly fitted or top-dose-only effect, or effect the other way, or a change in a side signal; inactive means no such curve, though single readings can be large or run the other way; the % refers to the polarisation; further: potency means the concentration at half of the fitted maximal effect; % of control where 0% means no effect; many of its hits are not listed in these tables
hERG WT inh: blocks the wildtype human KCNH2 potassium channel | 340,000 compounds, 0.37% hits | activity change, % at 1.84 µM | Q12809 | U2OS, BacMam KCNH2, thallium flux FluxOr; stronger effect = lower value;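 active means maximum activity change below -70%; inconclusive means maximum activity change between -70% and -50%; inactive means maximum activity change above -50%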; further: on the % scale 0 is the no-effect control and ±100 the full control effect
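U2OS cells were transduced with wild-type KCNH2 virus (2.03 x 10^8 / mL) for 4 h at room temperature, then cultured overnight at 37 C. Thallium flux was read with FluxOr dye. Rate constants were normalized to DMSO controls.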
GALK inh: inhibitors of human galactokinase; Purified GALK, Kinase-Glo residual ATP luminescence; Potency, µM (top dose mostly 57.5 µM), for inactives: at the highest dose activity change, negative = inhibition, actives largely listed as inhibitors; 270,000 compounds, 0.007% hits; AID 1868; further: potency means the concentration at half of the fitted maximal effect; on the % scale 0 is the no-effect control and ±100 the full control effect
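Kinase-Glo Plus luminescence measured ATP left after a 1 h room-temperature reaction. The reaction used 5 nM GALK, 100 uM galactose and 35 uM ATP at pH 8.0 (20 mM HEPES, 5 mM MgCl2, 60 mM NaCl, 1 mM DTT, 0.01% BSA).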
MBNL1-CUG inh: inhibitors of human MBNL1 binding to CUG repeat RNA; Q9NR56; TR-FRET MBNL1-His/biotin-(CUG)12 binding, 665/545 ratio; Potency, µM (doses to about 57.5 µM), for inactives: at the highest dose activity change, negative = inhibition, most hits filed as inhibitors; 280,000 compounds, 0.036% hits; AID 2675; active means well fitted inhibition curve with a large enough effect in the signal ratio, with a control signal flat, not every such curve was filed as active; inconclusive means small, poorly fitted or top-dose-only effect, or effect the other way, or a change in a side signal; inactive means no such curve, though single readings can be large or run the other way; the % refers to the signal ratio; further: potency means the concentration at half of the fitted maximal effect; on the % scale 0 is the no-effect control and ±100 the full control effect
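Ratiometric TR-FRET (665 over 545 nm, excitation 340 nm) tracks disruption of MBNL1-His/biotin-(CUG)12 complex after 60 min at room temperature, with compounds at 92 nM to 58 uM final.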
Mito fusion act: blocks mitochondrial division or promotes mitochondrial fusion; S. cerevisiae fusion-defective mutant growth rescue, CellTiterGlo 48 h; Potency, µM (highest dose often 46.1 µM), without a hit: top-dose growth rescue (activation), actives largely listed as activators; 320,000 compounds, 0.23% hits; AID 485298;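 further: potency means the concentration at half of the fitted maximal effect; % of control where 0% means no effect; nearly all actives have a fitted effect of over 45% in size; temperature-sensitive fusion mutants such as fzo1-1 at 37 °C on non-fermentable ethanol glycerol medium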
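Read-out: ATP-based luminescence (CellTiterGlo, 10 min ambient) reporting growth of fusion-defective ts yeast after 48 hours at 37C on glycerol/ethanol YPEG medium in the presence of compound.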
ASM inhibitor: inhibitors of human secretory acid sphingomyelinase; P17405; placental ASM, HMU-PC fluorogenic substrate, 60 min; Potency, µM (top dose mostly 57.5 µM), without a hit: top-dose activity change, negative = inhibition, hits mostly inhibitors; 340,000 compounds, 0.006% hits; AID 504937; further: potency means the concentration at half of the fitted maximal effect
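Human placenta-derived ASM preincubated with compound 10 min at room temperature, then reacted with 9 uM (final) fluorogenic HMU-PC substrate for 60 min at 37 C. Stop solution raises pH to 10; fluorescence read at Ex 386/Em 447 nm.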
Chronic BCR inh: inhibitors of chronic active B-cell receptor signaling; ABC-DLBCL IkBa-CBG/CBR reporter, luminescence ratio, 4 h; Potency, µM (top dose mostly 46.1 µM), for inactives: at the highest dose ratio change, negative = lower green/red ratio, actives largely listed as inhibitors; 340,000 compounds, 0.05% hits; active means well fitted inhibition curve with a large enough effect in the signal ratio, with a control signal flat, not every such curve was filed as active; inconclusive means small, poorly fitted or top-dose-only effect, or effect the other way, or a change in a side signal; the % refers to the signal ratio;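 further: potency means the concentration at half of the fitted maximal effect; plate controls were basal doxycycline-induced cells for no effect and cells given 10 µM MG132 for full effect; MG132 reads +100%, hits lower the ratio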
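Doxycycline induced both beetle luciferases in TMD8 lymphoma cells; IKK-driven degradation limits the IkappaBalpha-fused green signal, while red luminescence normalises for cell number and nonspecific effects. Compounds tested up to 46 uM, 4 hrs.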
PKM2 activator: activators of human pyruvate kinase M2 | Potency, µM (titrated, usually from 57.5 µM), without a hit: at the highest dose activation, usual class: activators | 260,000 compounds, 0.34% hits | purified PKM2, Kinase-Glo ATP luminescence, activation; response scale: 0% is enzyme alone, no compound; further: potency means the concentration at half of the fitted maximal effect; on the % scale 0 is the no-effect control and ±100 the full control effect; nearly all actives have a fitted effect of over 55% in size
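Purified hPK-M2 (>95% pure) converted ADP (0.1 mM final) to ATP with 0.5 mM PEP in 50 mM imidazole pH7.2, KCl, MgCl2, Tween 20, BSA; 1 h at room temperature. ATP detected by Kinase-Glo luminescence.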
Starred values were filed as active, the others as inactive; ? = inconclusive; · = not tested or not shown; [ ] = another dose, or the depositor's remark. Unless noted, the call rests on the fitted dose curve; in most records, active means well fitted curve in the direction sought with a large enough effect; inconclusive means small, poorly fitted or top-dose-only effect, or another doubt; inactive means no such curve, though single readings can be large; an effect the other way counts as inactive or inconclusive.

SMILES | MBNL1-CUG inh | Mito fusion act | TSHR antagonist | hERG WT inh | Chronic BCR inh | USP2a inh | Eya2 phos inh | PKM2 activator | GALK inh | Menin-MLL TR inh | ASM inhibitor
COc1ccc(-c2nc3ccccc3c(=O)n2CCCn2ccnc2)cc1 | -10% | 5% | 31 | -6 | -3% | -2% | 11% | 0% | 6% | 3% | -1%
Cc1ccc(C2C(C#N)=C(N)Oc3cc4c(cc32)OCO4)cc1 (stereo not drawn) | ? | ? | 8 | 0 | -1% | -6% | -32% | -12% | 0% | 15% | 12%
O=C(Cc1ccc(Br)cc1)NCCCn1ccnc1 | -2% | -2% | 13 | 0 | -4% | 0% | ? | -1% | 0% | -18% | 2%
Cc1c(O)nc(SCC(=O)Nc2nccs2)n(-c2ccccc2F)c1=O | 2% | 1% | 3 | 2 | -10% | 2% | 7% | -19% | 9% | · | -4%
Cc1ccc(CNC(=O)C2CCCN(c3ncnc4c3nc3n4CCCCC3)C2)cc1 (stereo not drawn) | -3% | 3% | -18 | 20 | 4% | -2% | 10% | · | -6% | 2% | 1%
O=C(Cn1ncc2c([nH]c3ccccc32)c1=O)N1CCc2ccccc2C1 | -4% | 5% | 5 | -9 | -1% | 2% | ? | · | 9% | 12% | 2%
Cc1cccc(C)c1N1C(=O)C2ON(c3ccccc3)C(c3ccncc3)C2C1=O (stereo not drawn) | 4% | 18% | 4 | -9 | -6% | -1% | 5% | -14% | -2% | 9% | 4%
CC(=O)OC(COc1cccc(C)c1)Cn1cnc2ccccc21 (stereo not drawn) | -13% | 1% | -5 | -2 | ? | -1% | -7% | 1% | -1% | -7% | 3%
COc1ccc(S(=O)(=O)N2CCC(C(=O)N3CCOCC3)CC2)cc1OC | -3% | 2% | 5 | 18 | -2% | 1% | -2% | -3% | 3% | -1% | 4%
CCCC(=O)OCC(=O)Nc1ccccc1Sc1ccccc1 | ? | 1% | -7 | 2 | 0% | 1% | -11% | -4% | · | -1% | -3%
Cc1c(Br)cc(-c2nnco2)cc1Br | -3% | 8% | -14 | 1 | -2% | -2% | 4% | 5% | 2% | 5% | -1%
O=C1CCC/C1=C\c1ccccc1 | 8% | 1% | 9 | 1 | 1% | 1% | 12% | 0% | 10% | -14% | 1%
CCCc1ccc(Oc2cn[nH]c2-c2ccc(O)cc2O)cc1 | 6% | 13% | -29 | -18 | 0% | 5% | -3% | -1% | 4% | ? | -18%
C=CCNC(=O)c1ccc(S(=O)(=O)CC)c(Cl)c1Cl | -1% | 0% | -2 | -2 | -4% | -1% | -4% | 2% | 2% | 11% | 0%
CN1C(=O)/C(=C\c2ccccc2)Sc2ccc(C(=O)N3CCN(c4ccccn4)CC3)cc21 | 6% | 1% | -1 | · | 8% | 5% | -8% | 1% | -2% | · | ·
COc1ccc(Nc2nc(N)c(C(=O)c3ccc(OC)cc3)s2)cc1 | ? | -11% | -1 | 0 | ? | 1% | -6% | · | · | ? | -14%
CC(C(=O)Nc1ccc2c(c1)OCO2)n1cnc2c1c(=O)n(C)c(=O)n2C (stereo not drawn) | · | -7% | 35 | -9 | -13% | -1% | 2% | · | · | · | 3%
O=C(Nn1c(-c2ccc(Br)cc2)nc2ccccc2c1=O)c1ccc([N+](=O)[O-])cc1 | · | 6% | 6 | 0 | 4% | -1% | 0% | -4% | 0% | 31%[activator] | -11%
COc1ccc2[nH]c(=O)c(CN(CCO)C(=O)c3cccs3)cc2c1 | -11% | 2% | 3 | 0 | 0% | 0% | -13% | ? | -1% | 3% | 24%
Cc1cccc(C(=O)OCC(=O)N2CCC(c3ccccc3)=N2)c1O | · | -3% | -4 | -3 | 4% | 3% | -2% | · | · | · | -14%
CC(C(=O)Nc1cccc([N+](=O)[O-])c1)N1C(=O)NC2(CCCC2)C1=O (stereo not drawn) | ? | -2% | 8 | 0 | -11% | 9% | 1% | · | 4% | -5% | -1%
FC(F)(F)c1ccc(NC2=NCCC2)cc1 | -7% | -5% | 2 | 6 | -15% | 3% | 16% | 4% | 0% | -6% | -3%
Cc1onc(-c2ccccc2Cl)c1C(=O)Nc1ccc(CN2CCCC2)cc1 | 4% | -8% | -13 | 8 | 1% | -1% | 16% | 0% | -1% | -7% | -1%
O=C(NCc1ccccn1)C1CCC(CNS(=O)(=O)c2cccc3nsnc23)CC1 (stereo not drawn) | ? | -1% | 20 | 22 | 1% | 1% | 6% | 5% | 0% | · | -2%
C[C@H](CO)N1C[C@H](C)[C@@H](CN(C)Cc2ccc(C(=O)Nc3ccccc3N)cc2)Oc2c(NC(=O)C3CCCCC3)cccc2C1=O | · | · | -7 | -8 | -1% | -5% | 4% | · | · | · | 0%
CC1(C)Cc2c(C#N)c(N)n(-c3ccccc3)c(=S)c2CO1 | 16% | -2% | -1 | 6 | -16% | 0% | 3% | -1% | 2% | · | 16%
CC(=O)NC1C(=O)N=C(SCC(=O)NCc2ccccc2)NC1=O (stereo not drawn) | -5% | 0% | 0 | -7 | ? | 1% | 4% | 1% | -4% | -26% | -2%
CCCN1CCC(=O)N([C@H](CSc2ccc(OC)cc2)CC(C)C)CC1 | -5% | -2% | -1 | · | 1% | 1% | -8% | -4% | 3% | · | 9%
COc1cc(NC2=CC(=O)CC(C)(C)C2)cc(OC)c1OC | -12% | 1% | 6 | 13 | 2% | 2% | 1% | 0% | -1% | -2% | -2%
COc1ccc(NS(=O)(=O)c2cccc(NC(=O)NCCCl)c2)cc1 | -8% | 2% | 2 | -4 | ? | 3% | 5% | 5% | 10% | 5% | -1%
CC1NC(=S)N(C2CCCCC2)C1=O (stereo not drawn) | · | -2% | 7 | 14 | ? | -6% | -9% | 1% | 12% | -8% | 5%
COC(=O)c1cccc(NC(=S)Nc2ccc(Cl)c(Cl)c2)c1 | -2% | 2% | 5 | -6 | -3% | -2% | 1% | 5% | 0% | · | -6%
Cc1cc(NC(=O)CSc2nnc(-c3ccoc3C)o2)no1 | -6% | -7% | -7 | -7 | ? | 3% | -6% | 16µM* | 3% | 3% | 3%
c1ccc(OCc2ccc(CCCN3CCOCC3)cc2)cc1 | 2% | -4% | -5 | 20 | 5% | -1% | 8% | 3% | 6% | 5% | 2%
CSc1cccc(NC(=O)CNC(=O)C2CCCCC2)c1 | -3% | 0% | -1 | 0 | -6% | 0% | -1% | 2% | -1% | · | 3%
CC(C)Cc1ccc(CN2CCCC(NC(=O)c3cccc(-n4cnnc4)c3)C2)cc1 (stereo not drawn) | -4% | 0% | 0 | 14 | ? | 2% | -5% | 4% | 3% | -16% | -1%
Cc1c(CC(=O)O)c(=O)oc2c(C)c(OCc3ccc(F)cc3F)ccc12 | 5% | 17% | -9 | 0 | 1% | 5% | 2% | · | -2% | 21% | 0%
CCCNc1nc2nc3ccccn3c(=O)c2cc1C(=O)NCCN1CCOCC1 | ? | 7% | 5 | 1 | 3% | 0% | 9% | · | -3% | -10% | 399%[activator]
COc1ccc(/C=C/C(=O)c2ccc(NC3=NCCCS3)cc2)cc1OC | 1% | -5% | -8 | -10 | ? | -1% | -6% | -4% | 7% | 19% | 54%[activator]
CCOC(=O)COc1cc(Br)c(/C=N/Nc2ccccc2)cc1OC | -2% | -1% | 9 | 13 | ? | -2% | -15% | 1% | -2% | 17% | 36%
CC(=O)N1CCN(c2ccc(NC(=O)c3cccc(OCc4ccccc4)c3)cc2)CC1 | 5% | 0% | 10 | 6 | ? | 1% | -30% | 4% | 0% | -1% | -5%
O=C(COC(=O)c1ccccc1NCCO)NCCc1ccccc1 | · | -4% | -1 | -26 | 2% | 4% | -6% | · | · | · | ·

These rows are one share of the data; count on the stated rates, not on these rows.
